High-throughput results as filed in PubChem.
MIN6 prolif: inducers of beta-cell replication in MIN6 cells; MIN6 cells proliferation, ATPlite luminescence, 48 h; cells starved in 0.2% serum; 100% = growth in 10% serum; proliferation, % at 10 µM; hit rate 0.29% among 330,000;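 active = compounds whose signal lies at least 3.5 SD above the mean of all wells on their plate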;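 also: 0% = DMSO-treated cells in low-serum medium and 100% = 10% serum control; some compounds called inactive have numbers as strong as hits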
mIAP act: mouse IAP activation; muIAP, CDP-Star luminescence, 30 min; active compounds read high; 1 = vehicle-only enzyme signal, 0 = enzyme-free wells; activation factor at 10 µM; hit rate 0.24% among 330,000; AID 2805;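 active = activation factor of at least 2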; also: the source names both 10 and 20 µM as test concentration; values of inactives mirror those of a sister screen read the other way
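Assay system: mouse IAP enzyme / Compound: DMSO-dissolved test compounds / Timing: 30 min, room temperature / Measured by: luminescence from enzymatic CDP-Star hydrolysis / Control set: DMSO-only wells, enzyme-free buffer wells as negative control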
mIAP block: mouse IAP inhibition; purified mouse IAP, CDP-Star luminescence, 30 min; inhibition, % at 10 µM; hit rate 0.2% among 330,000; AID 2806;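 active = inhibition of at least 40% at 10 µM in the primary screen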;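 also: plate controls were DMSO with enzyme for no effect and no enzyme wells for full effect; values of inactives mirror those of a sister screen read the other way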
SENP1 FRET inh: SENP1 (human) catalytic domain inhibition. AID 624204. inhibition, % at 10 µM. Q9P0U3. recombinant SENP1 catalytic domain, CyPet-SUMO1-YPet FRET cleavage. hit rate 0.21% among 360,000;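 active = inhibition at least 30% at 10 µM, raw YFP signal under a set limit, fluorescence ratio 0.5 to 1.5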;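 also: 0% = enzyme with DMSO and 100% = no enzyme wells; some results filed as inactive read as strong as hits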
Target sequence (Q9P0U3 419-644 limits assumed): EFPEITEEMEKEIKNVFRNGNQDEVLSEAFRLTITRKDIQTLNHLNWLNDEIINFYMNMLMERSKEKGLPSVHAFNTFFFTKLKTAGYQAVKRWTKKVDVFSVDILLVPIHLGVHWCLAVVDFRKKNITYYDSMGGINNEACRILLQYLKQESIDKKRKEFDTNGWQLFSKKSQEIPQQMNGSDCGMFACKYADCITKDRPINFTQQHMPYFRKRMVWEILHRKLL
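Material: hSENP1 catalytic domain, recombinant; medium: Tris pH 8 with BME, BSA, NP40 and catalase; compound: single concentration of 10 µM compound, 0.5% DMSO final; technique: FRET read of cyan and yellow fluorescence; timing: 50 min enzyme reaction, room temperature, light-protected; reagent: SFCypet-SUMO1-SFYpet substrate at 25 nM; control set: no-enzyme low, enzyme-DMSO high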
APOBEC3A inh: human APOBEC3A DNA deaminase inhibition; P31941; recombinant A3A, FAM/TAMRA ssDNA deamination fluorescence; inhibition, % at 20 µM; hit rate 0.41% among 330,000;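 active = at least 40% inhibition at 20 µM here, with at most 30% in a related deaminase screen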;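 also: plate controls were A3A with DMSO for no effect and wells lacking A3A enzyme for full effect; some results filed as inactive read as strong as hits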
Target sequence (P31941 whole entry, looked up): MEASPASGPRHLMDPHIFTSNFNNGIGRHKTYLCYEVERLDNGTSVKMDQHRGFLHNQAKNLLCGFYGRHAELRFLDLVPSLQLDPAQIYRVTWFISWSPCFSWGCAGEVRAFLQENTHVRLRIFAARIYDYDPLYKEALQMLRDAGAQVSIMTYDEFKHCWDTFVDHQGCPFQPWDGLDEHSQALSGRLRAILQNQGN
APOBEC3G inh: blocks human APOBEC3G single-stranded DNA deamination. Q9HC16. recombinant A3G, ssDNA deamination FAM/TAMRA fluorescence. inhibition, % at 20 µM. hit rate 0.28% among 330,000;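 active = inhibition of at least 40% at 20 µM, with no more than 30% in the related APOBEC3A deaminase screen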;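 also: plate controls were DMSO wells with A3G for no effect and wells lacking A3G enzyme for full effect; some compounds called inactive have numbers as strong as hits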
hIAP block: blocks human intestinal alkaline phosphatase | purified IAP, CDP-Star luminescence, 30 min | inhibition, % at 10 µM | P09923 | hit rate 0.12% among 330,000 | AID 2544;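 active = inhibition reaching a set limit with compound at 10 µM in the primary screen, cut at about 35% in these data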;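 also: plate controls were DMSO wells with enzyme for no effect and no-enzyme buffer wells for full effect; values of inactives mirror those of a sister screen read the other way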
Target sequence (P09923 whole entry, looked up): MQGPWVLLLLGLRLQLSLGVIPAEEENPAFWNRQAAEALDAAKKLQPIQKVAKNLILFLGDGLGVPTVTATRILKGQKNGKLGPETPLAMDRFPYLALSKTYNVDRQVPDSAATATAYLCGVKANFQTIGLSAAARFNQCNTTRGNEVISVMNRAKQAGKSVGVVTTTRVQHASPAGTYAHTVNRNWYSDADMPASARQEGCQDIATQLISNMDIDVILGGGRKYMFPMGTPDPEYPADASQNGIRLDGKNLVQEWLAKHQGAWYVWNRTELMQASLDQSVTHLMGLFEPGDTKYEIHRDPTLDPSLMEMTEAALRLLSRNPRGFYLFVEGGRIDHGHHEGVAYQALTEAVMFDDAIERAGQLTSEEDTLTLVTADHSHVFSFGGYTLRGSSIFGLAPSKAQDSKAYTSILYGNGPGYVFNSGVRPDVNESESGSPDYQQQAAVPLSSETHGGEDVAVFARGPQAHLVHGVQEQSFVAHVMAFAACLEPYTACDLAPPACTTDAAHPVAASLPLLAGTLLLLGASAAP
NALP3 yeast inh: NALP3 inhibition in yeast. hit rate 0.39% among 330,000. Yeast reconstituted NLRP3/ASC/caspase-1, beta-gal luminescence, 24 h. inhibition, % at 10 µM. AID 2825;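 active = inhibition of 50% or more; inactive = inhibition below 50%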;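 also: plate controls were induced DMSO wells for no effect and uninduced yeast grown without galactose for full effect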
hIAP act: human IAP activation; purified human IAP, CDP-Star luminescence, 30 min; active compounds read high; 1 = vehicle-only enzyme, 0 = enzyme-free background; activation factor at 10 µM; hit rate 0.16% among 330,000; AID 2524;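 active = activation factor of the enzyme at least 2-fold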; also: the source names both 10 and 20 µM as test concentration; values of inactives mirror those of a sister screen read the other way
Active calls of the source: *; x = not tested or not shown; & = joins results of further samples. This is a subset; count on the stated rates, not on these rows.

SMILES	MIN6 prolif	mIAP act	mIAP block	SENP1 FRET inh	APOBEC3A inh	APOBEC3G inh	hIAP block	NALP3 yeast inh	hIAP act
CCOC(=O)c1[nH]cnc1C(=O)Nc1ccc([N+](=O)[O-])cc1	-1	0.89	11	1	2	-1	-30	11	1.3
O=C(CSc1nc2c(sc3ccccc32)c(=O)n1CCCN1CCCC1)NCC1CCCO1 (stereo not given)	-3	0.9	10	-2	-3	-3	-3	9	1
O=C(COC(=O)c1sc2cc(Cl)ccc2c1Cl)Nc1ncc(Cl)cc1Cl	-2	0.95	5	x	-2	-5	4	9	0.96
C[C@H](CO)N1C[C@H](C)[C@@H](CN(C)Cc2ccncc2)Oc2c(cccc2N(C)C)C1=O	0	1	0	2	0	-6	-4	7	1
Cc1cc(C)n2c(SCC(=O)N3CCN(S(=O)(=O)c4ccc(Cl)cc4)CC3)nnc2n1	1	0.98	2	-2	4	4	24	8	0.76
CCc1cccc(NC(=O)CSCc2nc3sc(C)c(C)c3c(=O)[nH]2)c1	1	0.98	2	7	-6	-8	6	8	0.94
O=C(CNC(=O)c1ccccc1Br)N/N=C/c1cccnc1	4	1	-4	2	3	1	-16	9	1.2
COc1ccc(Cl)cc1NC(=S)NCCc1ccc(F)cc1	-7	1.5	-46	-1	-1	-2	22	-61	0.78
Cc1ccccc1OCc1nc(-c2ccccc2)no1	-1	0.88	12	-2	-2	-2	15	39	0.85
COCC(=O)Nc1nnc(SCC(=O)NCc2cccs2)s1	-2	1	-4	-1	0	0	0	3	1
CCOc1ccc(S(=O)(=O)N(C)c2ccc(OCC(=O)Nc3nc(-c4cc(OC)ccc4OC)cs3)cc2)cc1	0	1.1	-10	-1	3	1	2	0	0.98
O=C(CN1CCOCC1)N/N=C/c1ccccc1	2	0.99	1	1	0	-5	-3	-1	1
C=CCc1ccccc1OCC(O)CN1CCN(Cc2ccc3c(c2)OCO3)CC1 (stereo not given)	0&-2	1&0.99	-2&1	1&1	0&1	1&-2	2&-7	27&18	0.98&1.1
O=S1(=O)N=C(c2ccccc2)C=C(c2ccccc2)N1	x	1.1	-7	-5	2	1	x	x	x
CCNC(=S)N1CCN(C(c2ccccc2)c2ccccc2)CC1	0	1.1	-11	0	-6	-8	5	10	0.95
CCCCc1ccc(NC(=S)NCc2ccccc2OC)cc1	-5	1.8	-85	1	0	-5	4	47	0.96
Cc1cc(C(=O)N/N=C/c2c(C)[nH]c3ccccc23)n[nH]1	-1	0.91	9	3	-4	-5	-10	6	1.1
CCOc1ccc(N=Nc2c(N)[nH][nH]c2=O)cc1	-2	0.89	11	2	0	-8	12	5	0.88
CCOC(=O)CSc1n[nH]c(NC(=O)NC(C)C)n1	0	0.96	4	2	-2	-5	0	2	1
COc1cccc(NC(=O)CCCCCN2C(=O)[C@@H]3Cc4ccccc4CN3C2=O)c1	0	1	-2	1	0	-4	-4	18	1
CCC(=O)Nc1cccc(C2=NOC3(C2)C[C@@H](C(N)=O)N(C(=O)C(c2ccccc2)c2ccccc2)C3)c1 (stereo not given in full)	-3	0.98	2	1	-2	-10	5	-2	0.95
CC(C)(C)Nc1scc(-c2ccccc2)[n+]1-c1ccccc1	0	1.1	-11	2	0	2	-3	24	1
Cn1c(=O)oc2cc(S(=O)(=O)N3CCCC(C(=O)NCC4COc5ccccc5O4)C3)ccc21 (stereo not given)	0	1	-5	0	-2	-5	6	2	0.94
COc1ccc(S(=O)(=O)N2CCCOC2CNC(=O)C(=O)NCCCn2ccnc2)cc1 (stereo not given)	-1	0.99	1	4	6	-9	-21	21	1.2
O=C(NCCc1ccc(Cl)cc1)C1CCN(C(=O)c2sccc2-n2cccc2)CC1	4	1	-3	0	-1	-1	-6	-3	1.1
COc1ccccc1N(CC(=O)Nc1cc(C)on1)S(=O)(=O)c1cccc(C(F)(F)F)c1	2	0.87	13	0	2	-3	15	-1	0.85
CCOC(=O)N1CCN(C(=O)C2CC(=O)N(c3ccc(C)cc3)C2)CC1 (stereo not given)	-6	1	-1	3	-4	0	-1	1	1
CC(=O)Nc1nc(-c2cccs2)cs1	2	1	-2	-1	-6	-6	4	14	0.96
C/C(=C(/NC(=O)c1ccccc1)C(=O)O)c1ccco1	-1	1.1	-11	2	1	-7	3	-14	0.97
O=C(Nc1ccccc1C(=O)N1CCN(CCO)CC1)c1cccc([N+](=O)[O-])c1	-4	1.1	-5	0	-2	-4	-15	10	1.2
CN(C)CCCNC(=O)c1cc(C(=O)Cc2ccccc2)c[nH]1	0	0.98	2	3	-2	-7	-7	16	1.1
N#C/C(=C\c1cn(Cc2ccc(C#N)cc2)c2ccccc12)C(=O)NCc1cccs1	-3	0.94	6	-25	1	4	12	1	0.88
O=c1c2ccccc2nc(SCc2ccccc2Cl)n1Cc1ccccc1	-6	0.97	3	2	6	1	11	3	0.89
O=C(Cn1nc(Cc2cccnc2)c2ccccc2c1=O)Nc1ccc2c(c1)OCO2	2	1.1	-6	0	1	2	13	13	0.87
COc1ccc(S(=O)(=O)Nc2ccccc2-c2nc3ccccc3[nH]c2=O)cc1	-2	1	-3	-3	-1	-6	-16	15	1.2
CC1CN(C(=O)CCC(=O)N2CCN(c3cccc(C(F)(F)F)c3)CC2)c2ccccc2O1 (stereo not given)	-4	0.92	8	2	-4	-4	6	5	0.94
COc1cc(/C=C(\NC(=O)c2ccccc2)C(=O)NC(C(=O)O)c2ccccc2)cc(OC)c1OC (stereo not given)	-2	0.97	3	-2	0	-8	17	4	0.83
COc1ccc(Nc2nc(C(=O)N(CCO)Cc3ccccc3)cs2)cc1	-3	1.1	-10	3	-3	-7	1	23	0.99
COc1cccc(C2(O)CC(C(F)(F)F)=NN2C(=O)c2ccccn2)c1 (stereo not given)	-1	0.91	9	-2	-2	-8	-15	13	1.1
CNC(=S)NNC(=O)Cc1ccc(O)cc1	-2	0.94	6	1	0	-4	-8	8	1.1
O=C(CCN1C(=O)c2ccccc2C1=O)N1CCN(Cc2ccc(Cl)cc2Cl)CC1	-3	1	-4	2	0	-1	-2	2	1
O=C(CN1C(=O)COc2ccccc21)NCCN1CCc2ccccc2C1	-2	1.1	-7	-3	-3	-5	2	5	0.98
CC1=C2C(=O)OC(c3ccoc3)C2(C)CCC1 (stereo not given)	-1	0.95	5	1	2	-7	-6	27	1.1
COC(=O)C1(C)NC(c2ccc(O)cc2)C2C(=O)N(c3ccc(F)cc3)C(=O)C21 (stereo not given)	-3	0.99	1	0	-6	-7	-10	2	1.1
C/C(N)=C(/C#N)C(=O)CN1C(=O)NC(Cc2c[nH]c3ccccc23)C1=O (stereo not given)	-1	0.86	14	-5	16	7	11	12	0.89
CCN(C(=O)COC(=O)COc1ccc(Cl)c(C)c1)C1CCS(=O)(=O)C1 (stereo not given)	3	0.98	2	0	0	-6	1	1	0.99
O=C(C1CCN(CC2CC=CCC2)CC1)N(CCc1ccccc1)Cc1ccccc1 (stereo not given)	0	1.2	-20	0	-5	-7	-6	9	1.1
O=C(NCCCn1ccnc1)c1cn(-c2ccccc2)nc1-c1ccc(F)cc1	-3	1.3	-28	3	-5	-3	-21	1	1.2
CC(C)(C)OC(=O)C[C@H]1C/C=C\C[C@@H](CC(=O)NCCO)C(=O)N[C@H](C(C)(C)C)COC1=O	1	1.1	-11	2	-2	-7	2	2	0.98
CCc1nc2cc(CC(=O)O)ccc2o1	-2	1	-1	1	0	-3	-3	10	1
CC12CN(C(=O)c3ccco3)CC(c3ccccc3)(CN(C(=O)c3ccco3)C1)C2=O	-2	1.1	-12	-1	0	-5	3	15	0.97
CC(C)c1nc(CNC(=O)CC2C(=O)NCCN2Cc2ccc(F)cc2Cl)cs1 (stereo not given)	0	1.1	-11	-15	-2	-7	16	4	0.84
CC1(c2ccccc2)NC(=O)N(CC(=O)N2CCOCC2)C1=O (stereo not given)	0	0.95	5	1	0	-3	-2	-6	1
O=C(CSc1nc(=O)n(CCN2CCOCC2)c2c1CCCC2)Nc1cccc([N+](=O)[O-])c1	4	0.95	5	-1	0	0	6	22	0.94
C=CCN1C=C2C(=O)C(C)(OC(=O)C3CCCC3)C(=O)C(c3ccccc3)=C2C=C1CCCC(=O)OC (stereo not given)	-1	1.2	-16	-18	-2	-10	-17	14	1.2
Cc1ccc(S(=O)(=O)N2CCOCC2)cc1NC(=O)c1ccc(F)cc1F	4	1	-5	1	-3	-6	-8	0	1.1
Nc1nonc1-n1nnc(C(=O)N/N=C/c2ccccc2Cl)c1-c1ccc2c(c1)OCO2	-1	0.89	12	3	0	-7	12	6	0.88
Cc1noc(COc2ccccc2OCC(N)=O)c1Cl	-2	0.99	1	1	-3	-7	-9	5	1.1
COc1cc(NC(=O)C2CC3CCC2C3)c(OC)cc1Cl (stereo not given)	-1	0.97	3	0	-2	-2	17	9	0.83
O=C(COc1cccc2c1CCNC2=O)Nc1cccc(F)c1	3	1	-5	0	-4	-6	-5	-1	1.1
(cont.)
SMILES	MIN6 prolif	mIAP act	mIAP block	SENP1 FRET inh	APOBEC3A inh	APOBEC3G inh	hIAP block	NALP3 yeast inh	hIAP act
CCCCNCc1cc(OCC)c(OCC)cc1Br	-3	1	-3	1	7	0	0	19	1
COCCNC(=O)C1CC(=O)N(c2ccc(OC)cc2)C1c1ccc(OC)cc1 (stereo not given)	-4	1	-5	0	1	-13	1	2	0.99
Cc1ccc(S(=O)(=O)N2[C@@H](c3ccccc3)C(C(=O)O)=CC[C@H]2c2ccc(C(C)C)cc2)cc1	-3	0.99	1	1	1	-6	-19	10	1.2
Cc1cc(C)n(CC(=O)NN)n1	-2	1	-4	0	-1	-1	-5	5	1.1
COC(=O)c1cn(C)c2ccc(S(=O)(=O)N3CC(C)CC(C)C3)cc2c1=O (stereo not given)	-2	0.97	3	-2	2	-5	-9	5	1.1
CN1/C(=C\C(=S)Nc2ccccc2)C(C)(C)c2ccccc21	-6	0.86	14	-25	-4	-7	4	9	0.96
COc1ccc(Cl)cc1NC(=S)NCCCN1CCCC1=O	-2	1.1	-11	2	-2	-8	2	-1	0.98
CC(O)CSc1nc2c(c(=O)[nH]c(=O)n2C)n1Cc1ccccc1Cl (stereo not given)	4	0.97	3	2	2	2	7	26	0.93
Cc1ccccc1-n1c(=O)cc(N2CCCCCC2)[nH]c1=O	-1	0.99	1	1	-2	-4	4	5	0.96
CCOc1ccc(N2CC(C(=O)N3CC(C)OC(C)C3)CC2=O)cc1 (stereo not given)	0	0.99	1	1	7	-7	5	-9	0.95
O=c1c2c(-c3cccs3)csc2ncn1-c1ccccc1	2	1	-5	-1	-2	-3	1	-8	0.99
Cc1ccn(-c2ccc([N+](=O)[O-])cc2)n1	0	0.98	2	0	6	-1	2	0	0.98
CSc1sc(C(=O)NC(=O)NCc2ccncc2)c(C)c1-c1ccon1	0	0.95	5	1	-3	-6	-8	9	1.1
COc1cc(OC)c(S(=O)(=O)NCc2cccnc2)cc1NC(C)=O	1	1	-4	3	-2	-9	11	9	0.89
